TGFb SMAD3 inh: TGF-b pathway inhibition | 410,000 tested, 1.2% active | HepG2 CAGA-GFP TGF-b/SMAD3 reporter, GFP fluorescence, 18 h; TGF-beta stimulated, 500 pg/mL final | Potency, µM (doses to about 46.1 µM), for inactives: at the top dose activity, negative = inhibition, actives largely listed as inhibitors | AID 588855; note: potency is the fitted concentration of half-maximal effect; % is set by controls: 0 for no effect and ±100 for the full control effect; nearly all actives have a fitted effect of over 65% in size
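HEPG2 CAGA-GFP reporter cells (1000/well, DMEM with 1% FBS) received compounds, then recombinant TGF-beta at 500 pg/mL final for 18 hours at 37 degrees C. Per-cell GFP summed per well was normalised to unstimulated and stimulated DMSO controls before curve fitting.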
S2 tox: reduces viability in counter-screen for ATXN expression inhibitors; 400,000 tested, 0.49% active; S2 cells (HEK-293 line with an ATXN2-luciferase reporter) viability, CellTiter-Fluor protease fluorescence, 24 h; AID 651635; Potency, µM (highest dose often 56.7 µM), actives largely listed as cytotoxic; note: potency is the fitted concentration of half-maximal effect; nearly all actives have a fitted effect of over 40% in size
Akt phos inh: inhibitors of Akt phosphorylation; Neuro2A IGF-stimulated pAkt S473 HTRF, 20 min; stronger effect = lower value; activity change, % for hits at 50 µM; 360,000 tested, 0.32% active; AID 651550; in the data active = activity change below about -80%; inconclusive = mostly about -51% to -80%; note: % is set by controls: 0 for no effect and ±100 for the full control effect
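Neuro2A cells (4,500/well, DMEM with 0.5% FBS) were treated with compound at a single 50 µM final concentration, stimulated with 6 nM IGF for 20 min at 37 °C, and lysed. Phospho-Akt Ser473 was read by HTRF as 665/615 ratio ×10^4.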
Nrf2 ARE act: activates Nrf2 signaling; AREc32 ARE-luciferase reporter (MCF7-derived line), luminescence, 24 h; Potency, µM (series often up to 46.1 µM), for the others: top-dose activation, actives largely listed as activators; 410,000 tested, 0.31% active; note: potency is the fitted concentration of half-maximal effect; % of control where 0% means no effect; nearly all actives have a fitted effect of over 65% in size
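AREc32_Fluc, 1000 cells/well, OPTI-MEM + 5% FBS, o/n 37 deg C 5% CO2; 23 nL cpd by pin tool, 24 hr; Steady-Glo 30 min RT, luminescence.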
HepG2 tox: counter-screen for TGF-b inhibitors: cytotoxicity in HepG2 cells. Potency, µM (series often up to 46.1 µM), without a hit: at the top dose activity change, negative = cytotoxicity, usual class: cytotoxic. 410,000 tested, 0.76% active. HepG2 CAGA-GFP viability, ATP luminescence, 18 h. AID 588856; note: potency is the fitted concentration of half-maximal effect; some results filed as inactive show a strong effect at the top dose
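CellTiter-Glo luminescence gave cytotoxicity after 18 hours at 37 degrees C. The cells were HepG2 CAGA-GFP in 1% FBS DMEM, stimulated with 500 pg/mL TGF-beta after compound addition. %Activity was normalised to no-cell wells (complete cell-killing) and DMSO (no toxicity), and curves were fitted and classified.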
CCT modulator: cytosolic chaperonin activity modulation | purified chaperonin ATPase assay, HTRF ADP detection, 30 min | activity change, % (no concentration beside the values), hits read low | 360,000 tested, 0.3% active | AID 651819; in the data active = activity change below about -30%; note: % is set by controls: 0 for no effect and ±100 for the full control effect
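Nucleotide hydrolysis assay: TRiC at 20–40 nM final (set by batch activity) with 10 uM ATP, 30 min at 37 °C, in presence of 76 uM compound. Detection by competitive ADP HTRF, 30 min ambient.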
Mm-Cpn inhibitor: blocks the Methanococcus maripaludis chaperonin Mm-Cpn; purified Mm-Cpn ATPase, ADP Transcreener TR-FRET; Potency, µM (doses to about 76.9 µM), inactives show at the top dose activity, negative = inhibition, hits mostly inhibitors; 330,000 tested, 0.031% active; AID 504842; note: potency is the fitted concentration of half-maximal effect; % is set by controls: 0 for no effect and ±100 for the full control effect; nearly all actives have a fitted effect of over 80% in size
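ATP (10 uM final) was added to archaeal chaperonin (25 nM final) after 10 min exposure to test compound at 37°C; after 30 min further incubation, ADP was detected by competitive TR-FRET.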
A549 viability: counter-screen for Nrf2 inhibitors: cytotoxicity in A549 cells. Potency, µM (doses to about 46 µM), for inactives: top-dose activity change, negative = cytotoxicity, usual class: inhibitors. AID 504648. 390,000 tested, 0.16% active. A549 ARE-Fluc cells, CellTiter-Fluor viability, 18-24 h; note: potency is the fitted concentration of half-maximal effect; % is set by controls: 0 for no effect and ±100 for the full control effect
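A549 ARE-Fluc cells in 5% FBS OPTI-MEM, 5000 cells/well, rested 2 h then exposed to compounds in concentration-response for 18-24 h at 37 °C. Viability by CellTiter-Fluor fluorescence (Ex 405/Em 525) after 30 min; luciferase luminescence (BugLite, 15 min, RT) read afterwards.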
Nrf2 inh: inhibitors of Nrf2 signaling; A549 ARE-Fluc reporter, luciferase luminescence, 18-24 h; Potency, µM (series often up to 46 µM), without a hit: at the highest dose activity change, negative = inhibition, usual class: inhibitors; 360,000 tested, 2.1% active; note: potency is the fitted concentration of half-maximal effect; % is set by controls: 0 for no effect and ±100 for the full control effect; nearly all actives have a fitted effect of over 60% in size
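Nrf2 function is reported as luminescence of an ARE-controlled luciferase in A549 cells. Compounds were tested at several concentrations, and a CellTiter-Fluor read on the same wells flagged cytotoxicity.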
An asterisk follows results filed as active; i = inactive; ? = inconclusive; nt = not tested or not shown; [ ] = dose if it differs, or a comment. Unless noted, calls come from the whole dose curve; as a rule, active = well fitted curve in the direction sought with a large enough effect; inconclusive = small, poorly fitted or top-dose-only effect, or another doubt; inactive = no such curve, though single readings can be large; an effect the other way counts as inactive or inconclusive.

SMILES | TGFb SMAD3 inh | S2 tox | Akt phos inh | Nrf2 ARE act | HepG2 tox | CCT modulator | Mm-Cpn inhibitor | A549 viability | Nrf2 inh
CC(=O)c1cccc(NC(=O)C2CC(=O)N(Cc3ccccc3)C2)c1 (configuration not stated) | -5% | i | i | -0.3% | -16% | -1.5 | 1% | -1% | 8%
COC(=O)c1cc(NC(=O)CN2C(=O)C(=O)N(C3CCCC3)C2=O)cc(C(=O)OC)c1 | ? | i | i | 0.2% | -36% | -0.1 | 0% | 6% | -15%
O=C(c1cccc(Br)c1)N1CCN(S(=O)(=O)N2CCOCC2)CC1 | 2% | i | i | -0.4%[9.22 µM] | -2% | 1.9 | 1% | 3% | -22%
COc1cccc(-c2c(C#N)c(SC)nc3cc(C)nn23)c1 | 8% | i | i | -0.5% | -1% | -1.1 | -17% | -2% | 4%
Cc1ccc(C)c(N2CCN(C(=O)C3CCN(c4nc(C)cc(C)n4)CC3)CC2)c1 | -26% | i | nt | -0.7% | -18% | -3.4 | -1% | -6% | nt
O=C(Nc1ccon1)Nc1ccc(F)cc1F | -3% | i | i | 0.0% | -4% | -0.2 | 0% | 6% | -9%
COc1ccc(/C=C2\SC(=S)N(CCC(=O)Nc3ccccc3C(=O)O)C2=O)cc1 | -19% | i | i | 0.0% | -9% | -1.6 | -3% | 2% | ?
Cc1cc(C)n(-c2cc(Oc3ccccc3)ncn2)n1 | -7% | i | i | 3.1% | 6% | 0.2 | 1% | 0% | ?
O=C(Nc1cccc(Cl)c1)c1nc[nH]c1C(=O)NCCCCNC(=O)c1[nH]cnc1C(=O)Nc1cccc(Cl)c1 | -9% | i | i | -1.2% | -12% | -1.1 | 2% | -1% | 9%
CCCCCCCCNCCS(=O)(=O)NN1CCOCC1 | -3% | i | i | -0.6% | -2% | 0.9 | 2% | 3% | 2%
CCOCCCn1c(=S)[nH]c2cc(C(=O)N3CCN(C4CCCCC4)CC3)ccc2c1=O | 0% | i | i | -0.5% | -2% | 0.5 | 1% | -2% | -1%
Clc1ccc2c(NNc3ccccc3Cl)ccnc2c1 | 22% | i | i | ? | -21% | -1.0 | ? | -1% | 1%
CCOC(=O)c1ccc(CC2S/C(=C(\C#N)C(C)=O)NC2=O)cc1 (configuration not stated) | -3% | i | i | 2.6% | -28% | -0.4 | 1% | -12% | ?
O=C(Nc1cccc(-c2nc3ccccc3[nH]2)c1)c1ccco1 | 12% | i | i | 6.4% | -37% | -1.4 | -4% | nt | -11%
COc1ccc(CNC(=O)C/C(C)=N/NC(=O)c2ccc(OC)cc2OC)cc1 | -3% | i | i | 2.2% | -29% | -2.8 | -1% | 3% | -12%
O=[N+]([O-])c1cc(S(=O)(=O)N2CCCC2)ccc1N/N=C/c1ccccn1 | 6% | i | i | -0.2% | 0% | 0.5 | 0% | 7% | 11%
CCOC(=O)N1CCN(CC(O)COc2ccccc2C(C)C)CC1 (configuration not stated) | -5% | i | i | 0.3% | -17% | -15 | 1% | 2% | nt
CCCC12CN3CC(C)(CN(C1)C31C(=O)Nc3ccc(C)cc31)C2=O (configuration not stated) | 3% | i | i | -0.1% | -1% | 0.5 | 0% | 13% | 0%
COc1ccccc1C(=O)NCC(=O)Nc1ccccc1 | 11% | i | nt | 8.6% | 11% | 2.1 | 1% | 2% | 25%
CCC(=O)N(Cc1cc2ccc(C)cc2[nH]c1=O)c1ccccc1OC | -4% | i | i | -1.3% | -5% | 0.1 | -2% | 10% | 0%
Cc1cc(C)c(NC(=O)Cn2c(=O)nc(-c3ccccc3)c3cc(Cl)ccc32)c(C)c1 | -4% | nt | nt | -0.4% | 0% | nt | nt | ? | nt
CCOc1ccccc1CNC(=O)CCCC(=O)n1nc(C)c2ccccc21 | -8% | i | i | -0.3% | -33% | -1.1 | -4% | 11% | -2%
Cc1ccc(SCC(=O)Nc2ccc3oc(-c4cccc(C)c4)nc3c2)cc1 | 0% | i | nt | 0.2% | -19% | nt | nt | 2% | 4%
COc1cccc(C(=O)CC(=O)C(=O)Nc2cc(OC)ccc2OC)c1 | -12% | i | i | 3.3% | -8% | 0.5 | ? | 2% | 1%
CCN(CC)c1ccc(C(=O)OCC(=O)Nc2ccc3[nH]c(=O)[nH]c3c2)cc1 | -1% | i | i | 1.8% | 2% | 0.6 | 0% | -8% | -6%
COc1ccc(-c2cc(C(=O)N(C)CC(=O)Nc3cccc(F)c3)c3ccccc3n2)cc1OC | 13% | ? | i | -4.5% | -26% | 0.1 | nt | nt | nt
CN(c1ccc(C(=O)Nc2ccccc2C(=O)N2CCCC2)cc1)S(C)(=O)=O | -3% | i | i | -0.3% | -5% | -3.6 | nt | 0% | nt
CCCSc1nc2c(cnn2-c2ccc(C)c(C)c2)c(=O)[nH]1 | -7% | i | i | 0.2% | -43% | -13 | 1% | 11% | -11%
O=C(NC(=O)c1ccccc1)Nc1cccc(S(=O)(=O)N2CCCCC2)c1 | 2% | i | i | -0.5% | 9% | -4.7 | 1% | 0% | 4%
O=C1C(=O)N(Cc2ccccc2)C(=O)N1CCN1C(=O)c2ccccc2C1=O | -1% | i | i | -0.6% | 13% | -2.4 | -11% | 2% | 11%
Cc1cccc(OC(C)C(=O)Nc2nc(-c3ccncc3)cs2)c1 (configuration not stated) | ? | ? | i | 2.2% | -22% | -0.4 | -4% | -14% | -28%
c1ccc(-n2nnnc2SCCCSc2nc3ccccc3s2)cc1 | -23% | i | i | 22% | -10% | -8.4 | -1% | 1% | -13%
COc1ccc(/C=N/NC(=S)Nc2ccccc2)cc1 | 6% | i | i | 0.3% | 0% | -2.0 | 0% | 0% | -11%
O=C(NCc1ccccc1)C1CCC(=O)N(CC2CCCCC2)C1 (configuration not stated) | 2% | i | i | -0.6% | 1% | -0.3 | 2% | -2% | 1%
CCN(CC)c1ccc(N=Cc2c(C)[nH]c3ccccc23)cc1 | 11µM* | i | i | -0.7% | 2.8µM* | -6.6 | -10% | -1% | 5%
CC1(C)Cc2c(C#N)c(SCCOc3ccccc3)nc(N3CCOCC3)c2CO1 | -1% | i | i | -0.2% | 6% | -1.4 | -2% | -16% | ?
Cc1cccc(C)c1NC(=O)COc1cccc(/C=N/NC(=O)C(=O)NCc2ccccc2)c1 | -7% | i | i | -0.4% | -2% | -1.3 | -5% | -8% | -28%
COc1ccc(OC)c(NC(=O)CCCC(=O)NC2CCCCC2)c1 | -6% | i | i | 0.0% | -21% | -0.3 | 0% | 2% | -23%
CCOC(=S)SCC(=O)Nc1nc(C)c(C)s1 | ? | ? | i | ? | -43% | -1.1 | 1% | 3% | 0%
COc1cc(CC(NC(C)=O)C(=O)NC2CCN(C(=O)Nc3ccccc3C)CC2)cc(OC)c1 (configuration not stated) | 2% | i | i | 0.4% | 8% | -2.1 | 1% | -4% | 1%
CC(=O)c1cnc2nc(SCc3cccc(C)c3)nn2c1C | 5% | i | i | 3.6% | 0% | -0.6 | -8% | 0% | -26%
COc1ccc(S(=O)(=O)N2CCOCC2)cc1NC(=O)Cc1c(Cl)cccc1Cl | -6% | i | i | 0.1%[9.22 µM] | 2% | 1.3 | -1% | 9% | -2%
CCOC(=O)C(CC)Sc1ccc2nnc(CCNS(=O)(=O)c3ccc(C)cc3)n2n1 (configuration not stated) | -14% | nt | nt | 0.2% | -32% | nt | nt | 8% | 13%
Cc1nn(Cc2c(F)c(F)c(F)c(F)c2F)c(C)c1NC(=O)c1c(-c2ccccc2)nn(-c2ccccc2)c1C | ? | i | i | -0.4% | -20% | -3.0 | -4% | -1%[1.84 µM] | ?
Cc1ccc(O)c(NC(=O)c2ccc3c(c2)C(=O)N(Cc2ccco2)C3=O)c1 | -9% | i | i | 0.4% | 10% | 1.7 | -3% | 2% | -5%
COC(=O)c1cc(=O)nc2sccn12 | ? | i | i | -0.2% | -10% | -2.3 | 2% | -17% | -10%
Cc1cccc(C)c1NC(=S)N(Cc1ccccc1)Cc1cccnc1 | 1% | i | i | -0.3% | 1% | -10 | -1% | -1% | -17%
CC1(C(=O)NS(=O)(=O)c2cccc(Cl)c2)CCN1C(=O)COc1ccc(Cl)cc1 (configuration not stated) | -4% | i | i | -0.2% | -6% | 1.6 | nt | nt | nt
Cc1cc2ncn(-c3ncccc3[N+](=O)[O-])c2cc1C | 6% | i | i | 0.2% | 5% | -3.1 | -2% | 2% | ?
CCN(CC)S(=O)(=O)c1ccc(C)c(C)c1 | -25% | i | i | -0.1% | -24% | -0.8 | -1% | -1% | -5%
CNC[C@H]1OCCCC[C@H](C)Oc2ccc(NC(=O)CCCN(C)C)cc2C(=O)N([C@H](C)CO)C[C@@H]1C | -2% | i | i | -1.2% | 1% | 1.3 | nt | nt | nt
O=C(c1cc(-c2ccc(Br)cc2)n[nH]1)N1CCN(S(=O)(=O)c2ccc(Cl)s2)CC1 | 0% | nt | nt | 2.6% | -27% | nt | nt | -7% | ?
COc1ccc(C(C(=O)NCc2ccccc2)N(C(=O)Cn2nnc3ccccc32)c2ccc(OC)cc2)cc1 (configuration not stated) | -25% | nt | nt | 2.1% | -25% | nt | nt | 1% | 1%
COc1ccc(-c2ccc(C(=O)Nc3cccc(NS(C)(=O)=O)c3)c3occc23)c(C)c1 | 16µM* | ? | i | -1.7% | -21% | 1.8 | nt | nt | nt

Source: PubChem
